Bioassay records as filed in PubChem BioAssay.
UDG counterscr: Primary qHTS assay for inhibitors of Activation Induced Cytidine Deaminase (AID): UDG Counterscreen signal; Uracil-DNA glycosylase; FRET deamination/UDG coupled assay, UDG read, 4 h; Potency, µM (highest dose often 115 µM), for inactives: top-dose activity change, negative = inhibition, usual class: inhibitors; 91,000 tested, 0.14% active; note: nearly all actives have a fitted effect of over 65% in size
AID inh: Primary qHTS assay for inhibitors of Activation Induced Cytidine Deaminase (AID): AID signal. Single-stranded DNA cytosine deaminase (Homo sapiens), Q9GZX7. AID deamination FRET fluorescence, UDG-coupled, 4 h. Potency, µM (top dose mostly 115 µM), without a hit: top-dose activity change, negative = inhibition, usual class: inhibitors. 91,000 tested, 0.32% active; note: nearly all actives have a fitted effect of over 25% in size
Target sequence (Q9GZX7 whole entry, looked up): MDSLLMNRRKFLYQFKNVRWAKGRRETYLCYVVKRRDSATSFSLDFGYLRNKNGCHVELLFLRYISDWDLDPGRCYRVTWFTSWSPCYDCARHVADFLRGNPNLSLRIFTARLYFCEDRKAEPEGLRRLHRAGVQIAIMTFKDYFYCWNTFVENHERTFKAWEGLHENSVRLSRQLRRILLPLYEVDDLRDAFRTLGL
The depositor's hits bear a star; ? = inconclusive; [ ] = another dose, or the depositor's remark. Calls come from the whole dose curve; as a rule, active = well fitted curve in the direction sought with a large enough effect; inconclusive = small, poorly fitted or top-dose-only effect, or another doubt; inactive = no such curve, though single readings can be large; an effect the other way counts as inactive or inconclusive. % is set by controls: 0 for no effect and ±100 for the full control effect; potency is the fitted concentration of half-maximal effect.

SMILES | UDG counterscr | AID inh
Cc1c(Cl)cccc1Nc1nn2c(=O)c3ccc(C(=O)NCCC4=CCCCC4)cc3nc2s1 | -12% | -4%
N#Cc1cccc(S(=O)(=O)N2CCCCC2C(=O)N2CCCC2)c1 (configuration not stated) | 1% | 0%
O=C(NCCCN1CCN(c2ccccc2)CC1)c1cc2c(s1)-c1ccccc1OC2 | -10% | ?
CCCCC1CCC(C(=O)Oc2ccc(C=O)c(O)c2)CC1 (configuration not stated) | 7% | -9%
CCN(C(=O)c1cccs1)c1ccccc1C | 2% | -4%
CN(CCCNC(=O)c1cc2c(=O)n(C)c3ccccc3c2s1)Cc1ccccc1 | -10% | ?
COc1ccccc1NC(=O)C(C)OC(=O)c1nn(C)c(=O)c2ccccc12 (configuration not stated) | 1% | -4%
CC(C)N(CCNC(=O)c1cc(C2CC2)nc2ccccc12)C(C)C | 2% | 2%
Cn1c(=O)c2c(nc(NCc3ccco3)n2Cc2ccccc2Cl)n(C)c1=O | -2% | -19%
CC(=O)Nc1ccc(NC(=S)NC(NC(=O)C(C)(C)C)C(Cl)(Cl)Cl)cc1 (configuration not stated) | -2% | 6%
Cc1ccc(CCNC(=O)c2cc3c(s2)-c2c(C)cccc2OC3)cc1 | 6% | -12%
C#CC1(O)C(C)CN(C)CC1C (configuration not stated) | 6% | 2%
COc1ccc(CN(C)C(=O)CSc2nnc(COc3ccc(Cl)cc3)n2C)cc1F | -9% | -7%
Cc1cc2oc(C(=O)N(Cc3ccc(N(C)C)cc3)CC3CCCO3)c(C)c2cc1C (configuration not stated) | -11% | -30%
Cc1cccc(-c2noc(-c3ccc(NC4CCCC4)c([N+](=O)[O-])c3)n2)c1 | 0% | 11%
CCCCCCN(CCCCCC)C(=O)Cc1c(-c2ccc(F)cc2)[nH]c2ccccc12 | -15% | ?
Cc1ccc(COC(=O)c2ccc(Cl)c(S(=O)(=O)N3CCCCC3)c2)cc1 | 3% | 1%
CC(C)C(=O)Nc1ccc2[nH]cc(C(C(=O)O)N3CCN(c4ccc(F)cc4)CC3)c2c1 (configuration not stated) | 1% | -4%
CCOC(=O)c1c(C)[nH]c(CCC(=O)Nc2ccc(OC)c(OC)c2)c1C | 0%[57.5 µM] | 4%
COc1ccc(-c2[nH]ncc2C(=O)NCc2cccc(OC)c2)cc1 | -5% | 4%
CCN(CC)C(=O)Cn1c(=O)n(CCc2ccccc2)c(=O)c2ccccc21 | -2% | 6%
Cc1ccccc1-n1nnnc1C(C)(C)NC1CCCCC1 | 2% | 0%
CCOc1ccc(/C=C/c2nc(C#N)c(NCc3ccc(C)cc3)o2)cc1 | -2% | -1%
COc1ccc(NC(=O)c2ccc(-c3nc(CSc4ccc(C)cc4)c(C)o3)cc2)cc1Cl | 11% | 21%
C(#Cc1ccccc1)C[N+]1(CC#Cc2ccccc2)CCOCC1 | -11% | -3%
CC(NC(=O)C(=O)c1cn(CC(=O)N2CCOCC2)c2ccccc12)c1ccccc1 (configuration not stated) | 5% | 3%
O=C(Nc1ccccc1C(=O)OCc1cc(=O)n2c3c(sc2n1)CCCC3)c1ccc(Cl)cc1 | -3% | 3%
Oc1ccc2ccccc2c1C=NCCSSCCN=Cc1c(O)ccc2ccccc12 | 0% | 46%[activator]
COc1ccc(CNC(=O)c2cnc(N3CCOCC3)c3ccccc23)cc1 | 2% | 139%[activator]
Cc1ccc(-c2onc(C)c2C)cc1S(=O)(=O)NCc1cccs1 | -1% | -6%
Nc1cccc(CO)c1 | 0% | 5%
Cc1ccc(NC(=O)COc2ncnc3ccc(Br)cc23)c([N+](=O)[O-])c1 | -5% | -10%
NC(=O)c1ccccc1NCC(=O)Nc1ccccc1C(=O)NC1CCCC1 | -2% | -2%
Cc1ccc2nc(-c3ccc(NC(=O)COc4c(C)ccc(C)c4C)cc3)sc2c1 | 3%[57.5 µM] | 12%[57.5 µM]
O=C(Cc1ccc(NC(=O)N2CCCCc3ccccc32)cc1)NCc1ccccc1Br | 27% | -7%
Nc1cccc(C(=O)c2ccc(F)cc2)c1 | -20% | -18%
CC1=C/C(=N\NC(=O)c2ccc(N)cc2)CC1 | -2% | 1%
CCN(CC)CC(=O)NC(=O)NCCc1cccs1 | 8% | 3%
CCSc1nn(CC(=O)Nc2ccc(C(=O)OC)cc2)c(N)c1S(=O)(=O)c1ccc(C)cc1 | 68%[activator] | 0%
CC(NC(=O)C1CCOCC1)c1ccc(Cl)s1 (configuration not stated) | -4% | -7%
CCOC(=O)Nc1ccc2c(CN3C(=O)CCC3=O)cc(=O)oc2c1 | -5% | -8%
CCNc1c(NC(=O)Nc2ccc(Br)cc2)c(=O)oc2ccccc12 | -19% | -9%
CC(C)(C)NC(=O)CCc1ccc(C#N)cc1 | 9% | -7%
N#C/C(=C\c1ccc(-c2cccc(Cl)c2)o1)c1nc2ccccc2[nH]1 | -4% | 11%
Cc1cc(C)cc(NC(=S)NNC(=O)C(c2ccccc2)c2ccccc2)c1 | 8% | -10%
O=C(CSc1nc2c(c(C(F)(F)F)n1)CCc1ccccc1-2)NC1CCCC1 | 2% | 4%
Fc1ccc(OCc2nnc(-c3ccccc3)o2)cc1 | 9% | 2%
CCOC(=O)C1=C(c2ccccc2)Nc2ncnn2C1c1ccc(Cl)cc1 (configuration not stated) | 8% | -11%
Cc1nn(C)c2c1c(C(F)(F)F)cc(=O)n2CC(=O)Nc1ccc(F)cc1F | ? | 7%
CCN(CC)CCCn1c(-c2ccccc2)cn2c3ccccc3nc12 | -11% | -7%
Cc1ccc(-c2cc(C(=O)O)c3ccc(Br)cc3n2)cc1C | -9% | -13%
CN(Cc1ccccc1)C(=O)C1CCN(S(=O)(=O)c2ccc3nc4c(c(C(=O)O)c3c2)CCCC4)CC1 | -2% | 106%[activator]
Cc1cccc(C)c1-n1nnnc1SCC(=O)c1ccc(Br)s1 | 9% | 3%
COCCCNC(=O)c1c(NC(=O)c2nc(S(C)(=O)=O)ncc2Cl)sc2c1CCCC2 | 11% | 12%
Cc1ccc(C2=Nc3ccccc3N(CC(=O)Nc3cccc(F)c3)C(=O)C2)cc1C | 2% | -4%
CCCOc1ccc(C2C(C(=O)c3cc4ccccc4o3)=C(O)C(=O)N2CCN(C)C)cc1 (configuration not stated) | -13% | -9%
COc1ccc(NC(=O)Cn2ccc3cc(Cl)ccc32)c(OC)c1 | 1% | -4%
COC(=O)C(C)Oc1cc2oc(=O)cc(C)c2cc1Cl (configuration not stated) | 35%[activator] | 0%
CCc1[nH]c(C(=O)N(CC)CCC(F)(F)F)c(C)c1C(=O)OC | -14% | -12%
C=CCOc1ccc(C(=O)NCCC2=CCCCC2)cc1 | -3% | 11%

Part of the list above, reformatted:
smiles: Cc1nn(C)c2c1c(C(F)(F)F)cc(=O)n2CC(=O)Nc1ccc(F)cc1F
  UDG counterscr = ?	AID inh = 7%

smiles: Cc1ccc(-c2cc(C(=O)O)c3ccc(Br)cc3n2)cc1C
  UDG counterscr = -9%	AID inh = -13%

(next part)
SMILES | UDG counterscr | AID inh
COc1ccccc1CNc1nc(-c2ccco2)nn1S(=O)(=O)c1ccc(C)cc1 | -7% | 12%
CC(NC(=O)C(=O)Nc1ccccc1Cl)c1ccccc1 (configuration not stated) | -20% | -4%
O=C(c1cc(-c2ccccc2)c(-c2ccccc2)s1)C(c1ccccc1)c1ccccc1 | -11% | 1%
CC(NC(=O)C1(C#N)CCCCC1)c1ccccc1Cl (configuration not stated) | 3% | -5%
N#Cc1ccc(COC(=O)c2cnccn2)cc1 | 10% | 9%
O=C(c1cccc2ccccc12)N1CCN(Cc2c[nH]c3ccccc23)CC1 | -5% | 14%
CCC(C)NC(=O)c1ccc2c(c1)N(Cc1ccccc1F)C(=O)c1ccccc1S2=O (configuration not stated) | -4% | -7%
CCCc1nnc(NC(=O)Cc2coc3ccc(C(C)C)cc23)s1 | -9% | 6%
COc1ccc(NC(=O)c2cc(-c3ccc4c(c3)OCO4)on2)c(OC)c1 | 14% | -2%
Cc1ccc(S(=O)(=O)C/C=C/CS(=O)(=O)c2ccc(C)cc2)cc1 | -10% | -23%
CC(C)(C)c1ccc(Oc2nc3ccccn3c(=O)c2/C=C(\C#N)c2nc3ccccc3s2)cc1 | 13%[57.5 µM] | 270%[57.5 µM]
O=C1CC(c2ccc(Cl)cc2)N=C(NC(=O)c2ccccc2)N1 (configuration not stated) | 6% | 7%
COc1ccc(C2C(C(=O)Nc3ccccc3)=C(C)Nc3nc(-c4ccccc4)nn32)cc1OC (configuration not stated) | -2% | 3%
O=C(NCCSCc1c(F)cccc1Cl)C1CCN(S(=O)(=O)Cc2ccccc2)CC1 | 15% | 13%
c1coc(CNCc2ccsc2)c1 | 4% | 6%
CCN(CCCNC(=O)c1cc(Nc2ccccc2OC)nc2ccccc12)c1cccc(C)c1 | -6% | 16%
COc1ccc(-c2noc(CC(=O)Nc3ccc(C)c(F)c3)n2)cc1 | 8% | 7%
Cc1ccc2oc(=O)n(CCCOc3ccccc3Cl)c2c1 | -15% | ?
CC(CCc1ccccc1)NC(=O)C1CCCCC1C(=O)O (configuration not stated) | 6% | 7%
Cc1ccc(CN2CCC(CNC(=O)c3cnn(-c4ccccc4Cl)c3C3CCN(C(=O)OC(C)(C)C)CC3)CC2)cc1 | -29% | ?
NS(=O)(=O)c1ccc(N/N=C/c2c[nH]c3ccc(Br)cc23)c([N+](=O)[O-])c1 | -4% | -13%
Cc1ccccc1CNC(=O)Cn1ccc2c(C)nn(C)c2c1=O | 4% | -14%
COc1ccc(Br)cc1/C=C1\Cc2ccccc2C1=O | -13% | -17%
CCCCC(CC)C(=O)NCc1cccs1 (configuration not stated) | 2% | 6%
O=C(CN1CCc2sccc2C1c1cccs1)Nc1ccc(F)cc1 (configuration not stated) | -4% | -1%
Cc1ccc2sc(/C=C/c3ccc(C#N)cc3)nc2c1 | 5% | 7%
CN(Cc1ccsc1)C(=O)c1ccc(-c2ccccc2)cc1 | -12% | -17%
COc1ccc(C(=O)Nc2nnc(SCc3cc(=O)c4cc(C)cc(C)c4[nH]3)s2)cc1 | -7% | -22%
CCn1nc(C(=O)Nc2nc(C(C)(C)C)cs2)c2ccccc2c1=O | 1% | -5%
CCCCN1C(=O)C(O)(c2c[nH]c3ccccc23)c2cc(Br)ccc21 (configuration not stated) | -3% | -7%
O=C(NCc1cccc(Cl)c1)C(=O)Nc1cccc(O)c1 | 5% | 1%
CCCOc1cc(/C=C(/C#N)c2nc3ccccc3[nH]2)ccc1OC | -5% | 3%
Cc1ccc(Cn2ccn(CC(=O)Nc3c(C)cc(C)cc3C)c(=O)c2=O)cc1 | 5%[57.5 µM] | 18%
CCC(Oc1ccc(Cl)cc1)C(=O)O (configuration not stated) | -1% | -8%
Cc1ccc2[nH]cc(C(C(=O)O)N3CCN(Cc4cccc(Cl)c4)CC3)c2c1 (configuration not stated) | -8% | -1%
Cc1nc2cccnc2n1-c1cccc(C(=O)NCCc2ccc(Cl)cc2)c1 | 2% | -5%
CC(=O)Nc1ccc(NC(=O)c2oc3c(c2C)-c2nn(Cc4ccccc4Cl)cc2CC3)cc1 | -17%[57.5 µM] | 100%[activator]
CCOC(=O)c1[nH]cnc1C(=O)Nc1cccc(OC)c1 | -6% | 0%
CCOc1ccc(-c2ccc(NS(=O)(=O)c3cc(C)ccc3OC)cc2)nn1 | 4% | 11%
O=C(Nc1ccc(-c2noc(-c3ccccc3Br)n2)cc1)c1ccco1 | -12% | -14%
Cc1ccccc1-c1noc(-c2ccc(Br)cc2)n1 | -3% | -4%
Cc1cc(C)c(C)c(OCCCN)c1 | 0% | 0%
O=C(Cc1ccccc1)Nc1sc2c(c1C(=O)Nc1ccc(Br)cc1)CCC2 | -2% | 2%
CCCN(CCC)C(=O)c1nn(C)c2c1CSc1ccccc1-2 | 2%[57.5 µM] | -30%
CCOCCc1nn2c(=O)cc(COC(=O)c3ccccc3NC(=O)c3ccccc3F)nc2s1 | 23% | 19%
CCC(CO)Nc1ncnc2c1cnn2-c1ccc(C)cc1 (configuration not stated) | 6% | 9%

3 structures already listed, arranged by molar mass, descending.
SMILES | UDG counterscr | AID inh
O=C(NCc1cccc(Cl)c1)C(=O)Nc1cccc(O)c1 | 5% | 1%
CCC(CO)Nc1ncnc2c1cnn2-c1ccc(C)cc1 (configuration not stated) | 6% | 9%
CCC(Oc1ccc(Cl)cc1)C(=O)O (configuration not stated) | -1% | -8%

Gathered by group, those above containing an aryl thioether with sulfur outside any ring.
SMILES | UDG counterscr | AID inh
COc1ccc(CN(C)C(=O)CSc2nnc(COc3ccc(Cl)cc3)n2C)cc1F | -9% | -7%
COc1ccc(NC(=O)c2ccc(-c3nc(CSc4ccc(C)cc4)c(C)o3)cc2)cc1Cl | 11% | 21%
CCSc1nn(CC(=O)Nc2ccc(C(=O)OC)cc2)c(N)c1S(=O)(=O)c1ccc(C)cc1 | 68%[activator] | 0%
O=C(CSc1nc2c(c(C(F)(F)F)n1)CCc1ccccc1-2)NC1CCCC1 | 2% | 4%
Cc1cccc(C)c1-n1nnnc1SCC(=O)c1ccc(Br)s1 | 9% | 3%
COc1ccc(C(=O)Nc2nnc(SCc3cc(=O)c4cc(C)cc(C)c4[nH]3)s2)cc1 | -7% | -22%

This is a subset; count on the stated rates, not on these rows.
